Insulin prom inh: inhibitors of insulin promoter-driven GFP, primary screen, imaging, TRM-6 cells (human fetal islet line), eGFP reporter, cell count | reporter expression induced with tamoxifen | inhibition, % at 2 µM | 130,000 tested, 0.9% active | AID 1273, 2008;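 active = inhibition above the mean plus 3 SD, with well images judged a real hit on visual review, cut at about 60% in these data, passing the limit was not always enough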
sdo1 growth: growth rescue of sdo1-depleted yeast, primary screen, S. cerevisiae, bone marrow failure model; S. cerevisiae sdo1-depleted JHY4D growth rescue, OD600 30 h; active compounds read high; pdr5 snq2 efflux-pump mutant strain; z-score at 10 µM; 140,000 tested, 0.21% active; AID 817, 2007;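 active = z-score above 3 at both the 24 hr and the 30 hr optical density reads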;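 also: z-score against mean and SD of all compound wells on the same plate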
sdo1 growth Rescue 24 h: further read-out of sdo1 growth, marked with its call; z-score; S. cerevisiae sdo1-depleted JHY4D growth rescue, OD600; measured here: growth rescue at 24 h;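 0 is the plate mean of compound wells and units are plate SD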
* marks the source's active call; other numbers are inactive results; . = not tested or not shown; & = joins results of further samples. These rows are one share of the data. The share of hits here may be higher or lower than overall.

Insulin prom inh,sdo1 growth,sdo1 growth Rescue 24 h,smiles
.,0.1,-0.01,N#CC1=C(N)OC2=C(C(=O)CCC2)C12CCN(C(=O)OCc1ccccc1)CC2
-33,0.35,-0.18,CC(=O)N1CCN(C2=Nc3cccc4cccc2c34)CC1
15,.,.,CS(=O)(=O)N(CC(=O)N1CCOCC1)c1cccc([N+](=O)[O-])c1
-14,-1.3,-0.97,O=C(COc1cc(Cl)c(Cl)cc1Cl)NC(=O)NC1CCCC1
.,-0.06,-0.35,CC(=O)C1=C(C)NC(SCc2cccc3ccccc23)=C(C#N)C1c1ccco1 (configuration not stated)
29,-1,-0.8,Cc1cccc(NC(=O)c2ccc3ccccc3n2)c1C
.,-0.21,-0.22,O=C(NCc1ccccn1)c1c(O)c2c([nH]c1=O)CCCC2
-7,0.16,-0.22,O=C(NC1CCCCC1)c1ccc(S(=O)(=O)N2CCOCC2)cc1
7,.,.,COc1ccc(-c2csc3nc(C)nc(N4CCN(C(C)=O)CC4)c23)cc1OC
11,-0.03,-0.16,COc1ccc(C2Nc3ccccc3C(=O)N2O)cc1CN1CCOCC1 (configuration not stated)
-143,0.33,1,Cc1ccc(C(C)C)c(Oc2nnnn2-c2ccccc2)c1
.,1.4,1,Cc1nc2c(Cl)cccc2[nH]1
25,0.94,0.7,O=C(Cn1cnc2c(cnn2-c2ccccc2)c1=O)Nc1ccc(S(=O)(=O)N2CCOCC2)cc1
8,-1.1,-0.69,CC(Sc1nnc(NC2CCCCC2)s1)C(=O)Nc1ccc2c(c1)C(=O)c1ccccc1C2=O (configuration not stated)
0,-0.32,-1.1,O=C(CSCc1ccccc1)N=Nc1c(O)[nH]c2ccccc12
0,0.51,0.5,O=C(NCc1ccccc1)c1ccc2c(=O)n(CC3CCCO3)c(=S)[nH]c2c1 (configuration not stated)
-3,0.56,0.62,Cn1nnnc1SCc1ccc(C(=O)Nc2ccc(Br)cc2)cc1
11,-0.08,0.02,COc1ccc(C(=O)NC(=S)Nc2ccccc2N2CCCCC2)cc1[N+](=O)[O-]
-56,.,.,Cc1ccc(NC(=O)c2ccc(Cl)nc2)cc1
-69,0.3,-0.15,CC(C)CO/C(=N/S(=O)(=O)c1ccccc1)c1ccccc1
-159,.,.,CCc1ccc(-c2cc(C(=O)N/N=C/c3ccccn3)[nH]n2)cc1
.,-1.6,-1.1,O=C(CSc1ncc(-c2ccc(F)cc2)n1Cc1ccco1)Nc1ccc2c(c1)OCO2
17,-2.8,-2.1,Cc1ccc(CSc2nc3c(c(N(C)C)n2)CCCC3)cc1
.,-0.47,-0.55,CCn1c(SCC(=O)Nc2ccccc2C(=O)OC)nnc1-c1ccc(N)cc1
-12,.,.,Cc1occc1C(=O)N/N=C/C=C/c1ccccc1
.,-0.09&2.1,-0.64&2.7,O=C(CSc1nc2ccccc2c(=O)n1CC1CCCO1)NCC1CCCO1 (configuration not stated)
-30,-0.26,0.32,Clc1cccc2sc(N3CCCCC3)nc12
.,1.1,0.76,O=C(CCCCCCCC(=O)NNC(=O)Nc1ccccc1)NNC(=O)Nc1ccccc1
6,-0.02,-0.71,COc1ccc(S(=O)(=O)Nc2ccc(S(=O)(=O)N3CCCCC3)cc2)cc1C
53,-1.9,-0.6,C=CCc1c(C)c(C#N)c2nc3ccccc3n2c1NCCN(C)C
14,0.39,-0.64,CCOC(=O)C1CN(C(C)(C)C)C(=O)C1=O (configuration not stated)
44,1.6,1.9,CC(C)(C)C(=O)Nc1ccccc1C(=O)N1CCCC1
32,0.37,0.45,CC(=O)NC(NC(=S)Nc1ccc(N=Nc2ccccc2)cc1)C(Cl)(Cl)Cl (configuration not stated)
18,0,-0.2,Cc1ccc(C(C(=O)NC(C)(C)C)N(CC2CCCO2)C(=O)Cn2nnc(-c3ccc(C)o3)n2)cc1 (configuration not stated)
-54,0.78,-0.42,CNS(=O)(=O)c1ccc(NC(=O)c2ccccn2)cc1
.,0.38,0.44,Nc1c(C(=O)NCc2ccccc2)nnn1Cc1ccccc1
.,-0.78,-1.2,O=c1c2cc(N3CCOCC3)ccc2[nH]c(=S)n1CCCN1CCN(c2ccccc2F)CC1
9,0.25,0.26,COc1ccccc1-c1nnc(NC(=O)C(C)C)s1
8,.,.,CCS(=O)(=O)N1CCN=C1SCc1cccnc1
18,-0.07,-0.6,COc1ccc(/C=N/NC(=O)c2ccccc2)cc1OS(=O)(=O)c1ccccc1
3,0.16,0.2,Cc1cccc(NC(=O)CNC(=O)COc2ccc(C(=O)c3ccc(F)cc3)cc2)c1C
7,-1.3,-0.48,CCOC(=O)c1c(C)n(C)c2ccc(OC)c(NC(=O)c3cccs3)c12
36,-0.85,-0.63,CCOC(=O)c1ccc(NS(=O)(=O)c2cccc3nsnc23)cc1
9,0.47,0.07,CCCCCCNCc1c(F)cccc1Cl
-11,-0.66,-0.29,COc1ccc(-n2cc3c(-c4cccc(Br)c4)nnc(C)c3n2)cc1
-44,0,-0.9,COc1ccccc1NC(=O)CSc1nnc(C)n1Cc1ccccc1
3,1.3,1.1,CC(=O)Nc1nc(-c2ccccc2)nc(C)c1C(C)=O
.,0.52,0.38,O=C(NCc1ccc(Cl)cc1)C(=O)NCC(c1ccco1)N1CCOCC1 (configuration not stated)
-20,0.8,2.2,O=C(NCC1COc2ccccc2O1)c1cn(Cc2ccc(F)cc2)nn1 (configuration not stated)
-45,-0.64,-0.63,CCCCn1c(-c2ccco2)nc2ccccc2c1=O
-22,-1.3,0.56,Cn1c(SCc2ccc(Cl)cc2)nc(C(F)(F)F)cc1=O
-61,.,.,O=C(Nc1ccc(S(=O)(=O)NC2=NCCCCC2)cc1)c1ccc2ccccc2n1
.,0.84,0.49,Cn1c(=O)c2c(nc(SCCN3CCCCC3)n2Cc2ccccc2)n(C)c1=O
-69,-1.1,0.65,O=C(CSc1nnc(Cc2cccs2)n1Cc1ccco1)Nc1ccc(Br)cc1
38,-0.09,0.09,CCCN1c2cccc3cccc(c23)S1(=O)=O
-25,0.98,0.49,O=C(/C=C/c1ccc([N+](=O)[O-])cc1)NCc1ccccn1
22,0.68,1.1,O=C(Nc1ccc(Cl)cc1)OCc1cc(-c2ccccc2)on1
9,-2.8,-1.7,Cc1ccc(-c2nc3cc(NS(=O)(=O)c4ccc(C)cc4)ccc3o2)cc1
64,0.5,0.63,CCOC(=O)NC(=O)CSc1nnc(C)s1
-28,1.3,-0.05,Nc1c(-c2ccc(Cl)cc2)cnn1C1CCS(=O)(=O)C1 (configuration not stated)

Later entries:
Insulin prom inh,sdo1 growth,sdo1 growth Rescue 24 h,smiles
.,-1.1,-0.03,Cc1ccc(OCC(=O)N/N=C/C=C/c2ccco2)cc1
-11,0.57,0.15,N#Cc1c(N)oc(-c2ccccc2)c1-c1ccccc1
-56,-0.64,-1.3,O=C1CCCN1c1ccc(S(=O)(=O)NCCOc2ccccc2)cc1
38,1.1,0.51,Cn1nnnc1SCCNS(=O)(=O)c1ccccc1
-37,-0.04,-0.67,CC(C)NCCCCOc1ccccc1-c1ccccc1
-6,0.13,-0.14,COC(=O)C1=C(CSc2nnnn2C)NC(=O)NC1c1cc(C)ccc1C (configuration not stated)
-27,.,.,CCN(CC)CCNc1ccc(Cl)cc1[N+](=O)[O-]
10,1.2,0.64,Cc1ccc(C)c(S(=O)(=O)N/N=C/c2ccc(C(=O)O)cc2)c1
27,.,.,CCOc1ccc(NC(=O)C(=O)N/N=C/c2ccccc2F)cc1
-53,.,.,N#CCO/N=C/C(=O)Nc1ccc(F)cc1F
.,0.27,-0.6,COc1cc(OC)c(OC)cc1/C=N/NC(=O)c1cc(-c2cccn2C)n[nH]1
17,1.4,0.5,CC(=O)NC(Cc1ccccc1)C(=O)OCC(=O)c1ccc(F)cc1 (configuration not stated)
.,-0.11,-0.06,O=C(Cn1ncc2c(=O)oc3ccccc3c21)N(Cc1ccco1)C1CCCCC1
-100,.,.,Cc1nn(C)cc1C(C(=O)NC1CCCCC1)N(Cc1ccc(F)cc1)C(=O)c1cnccn1 (configuration not stated)
-24,0.05,-0.31,Cc1csc2nc(CNC(=O)c3ccco3)cn12

4 structures from above, arranged by formula weight, lowest first.
Insulin prom inh,sdo1 growth,sdo1 growth Rescue 24 h,smiles
-53,.,.,N#CCO/N=C/C(=O)Nc1ccc(F)cc1F
-37,-0.04,-0.67,CC(C)NCCCCOc1ccccc1-c1ccccc1
38,1.1,0.51,Cn1nnnc1SCCNS(=O)(=O)c1ccccc1
.,0.27,-0.6,COc1cc(OC)c(OC)cc1/C=N/NC(=O)c1cc(-c2cccn2C)n[nH]1

(more compounds)
Insulin prom inh,sdo1 growth,sdo1 growth Rescue 24 h,smiles
-30,-0.51,-1.2,O=C(c1ccc(CSCc2ccccc2F)o1)N1CCN(c2ccc(N3CCOCC3)nn2)CC1
.,0.05,-0.46,COc1ccc(C(=O)NCCn2cc(SCC(=O)Nc3cc(C)on3)c3ccccc32)cc1OC
-6,1.6,1.1,O=C(Cc1ncc(C(F)(F)F)cc1Cl)N1CCN(c2ccccn2)CC1
24,.,.,CC(=O)Nc1ccc(NS(=O)(=O)c2cc([N+](=O)[O-])ccc2C)cc1
-16,0.5,2.2,COc1ccc(C(=O)Cn2c(C(=O)/C=C/c3ccccc3)nc3ccccc32)cc1
10,1,0.17,CSc1nnc(CNC(=O)c2ccccc2)n1-c1ccc(F)cc1
13,0.71,-0.18,CN(C)CCCN1CC(C(=O)O)CC1=O (configuration not stated)
50,-0.51,0.4,CCOC(=O)N1CCN(c2nc(C(F)(F)F)nc3c(C)cc(C)cc23)CC1
-139,0.12,-1.5,CC1CCc2c(sc(NS(=O)(=O)c3ccccc3)c2C(=O)OC(C)C)C1 (configuration not stated)
-20,-0.87,-1.2,COc1ccc(S(=O)(=O)NCCSc2ccc(Cl)cc2)cc1OC
15,-0.4,-0.85,Oc1ccccc1Nc1nc(NCC2CCCO2)c2ccccc2n1 (configuration not stated)
.,0.56,0.93,C/C(=N\O)c1c(C)c2ccccc2n1C
-3,0.33,-1.1,Cc1ccc(N2/C(=N/c3nc(C)cc(C)n3)NC(=O)CC2C(=O)O)cc1 (configuration not stated)
-109,.,.,COc1ccc(N(CC(=O)O)S(=O)(=O)c2ccccc2[N+](=O)[O-])c(OC)c1
-28,2,1.7,CCOC(=O)c1cc(OC(=O)c2cccnc2)n(-c2ccccc2)n1
14,.,.,CCSc1nnc(NC(=O)c2ccc(S(=O)(=O)N(C)C)cc2)s1
15,-0.22,-0.27,COc1cc(S(=O)(=O)N(Cc2cccs2)CC2CCCO2)ccc1-n1cnnn1 (configuration not stated)
-37,0.32,0.43,CCC(C)(C)n1nnnc1C(c1cc2cc(C)cc(C)c2[nH]c1=O)N1CCN(C(=O)c2ccco2)CC1 (configuration not stated)
.,0.58,-0.79,COc1ccccc1-c1n[nH]c(=S)n1-c1ccccc1
.,-0.48,1,CCn1c(/C=C/c2c(C)n(CC)c3ccccc23)nc2ccccc2c1=O
.,0.55,0.13,COc1ccccc1N1C(=O)C2ON(c3ccccc3)C(c3ccc(N(C)C)cc3)C2C1=O (configuration not stated)
53,-0.23,-1.6,COc1ccc(/C(C)=N/OC/C(O)=C(\C#N)c2nc3ccccc3[nH]2)c(OC)c1
14,-1.4,-0.96,COc1cc(C(=O)NC(=S)Nc2ccc([N+](=O)[O-])cc2C)cc(OC)c1OC
-3,0.38,-0.02,Cc1cc(C)nc(Sc2c(C)n[nH]c2C)n1
-3,-0.02,-0.3,Cc1ccc(N2C(=O)C(O)(C(F)(F)F)C3=C2CC(C)(C)CC3=O)cc1C (configuration not stated)
19,-0.71,-0.97,Cc1ccc(N2CCCn3c2cc(C)c(C#N)c3=O)cc1C
.,0.66,0.76,Cn1c(=O)oc2cc(S(=O)(=O)NCCN3CCN(c4ccccc4)CC3)ccc21
29,-1,-0.66,COc1ccc(CCN2C(=O)c3[nH]nc(-c4ccccc4O)c3C2c2ccc(C)cc2)cc1OC (configuration not stated)
26,0.23,-0.57,COC(=O)c1cc(NC(=O)Cc2ccccc2[N+](=O)[O-])cc(C(=O)OC)c1
8,-1.5,-0.73,Cc1cs/c(=N\N=C\c2ccc(O)cc2)n1Cc1ccco1

In the list so far, these contain fluorine.
Insulin prom inh,sdo1 growth,sdo1 growth Rescue 24 h,smiles
.,-1.6,-1.1,O=C(CSc1ncc(-c2ccc(F)cc2)n1Cc1ccco1)Nc1ccc2c(c1)OCO2
.,-0.78,-1.2,O=c1c2cc(N3CCOCC3)ccc2[nH]c(=S)n1CCCN1CCN(c2ccccc2F)CC1
3,0.16,0.2,Cc1cccc(NC(=O)CNC(=O)COc2ccc(C(=O)c3ccc(F)cc3)cc2)c1C
9,0.47,0.07,CCCCCCNCc1c(F)cccc1Cl
-20,0.8,2.2,O=C(NCC1COc2ccccc2O1)c1cn(Cc2ccc(F)cc2)nn1 (configuration not stated)
-22,-1.3,0.56,Cn1c(SCc2ccc(Cl)cc2)nc(C(F)(F)F)cc1=O
27,.,.,CCOc1ccc(NC(=O)C(=O)N/N=C/c2ccccc2F)cc1
-53,.,.,N#CCO/N=C/C(=O)Nc1ccc(F)cc1F
17,1.4,0.5,CC(=O)NC(Cc1ccccc1)C(=O)OCC(=O)c1ccc(F)cc1 (configuration not stated)
-100,.,.,Cc1nn(C)cc1C(C(=O)NC1CCCCC1)N(Cc1ccc(F)cc1)C(=O)c1cnccn1 (configuration not stated)
-30,-0.51,-1.2,O=C(c1ccc(CSCc2ccccc2F)o1)N1CCN(c2ccc(N3CCOCC3)nn2)CC1
-6,1.6,1.1,O=C(Cc1ncc(C(F)(F)F)cc1Cl)N1CCN(c2ccccn2)CC1
10,1,0.17,CSc1nnc(CNC(=O)c2ccccc2)n1-c1ccc(F)cc1
50,-0.51,0.4,CCOC(=O)N1CCN(c2nc(C(F)(F)F)nc3c(C)cc(C)cc23)CC1
-3,-0.02,-0.3,Cc1ccc(N2C(=O)C(O)(C(F)(F)F)C3=C2CC(C)(C)CC3=O)cc1C (configuration not stated)

Source: PubChem (several laboratories)
